# Screening results as filed in PubChem.
# ERK EGF inh: EGF-driven ERK pathway inhibition | Potency, µM (top dose mostly 11.5 µM), for inactives: top-dose activity change, negative = inhibition, hits mostly inhibitors | AID 1454 | HEK293-V1b, EGF-stimulated phospho-ERK AlphaScreen | 130,000 compounds, 0.41% hits; active = well fitted inhibition curve with a large enough effect; inconclusive = small, poorly fitted or top-dose-only effect, or effect the other way;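 note: plate controls were stimulated vehicle wells for no effect and unstimulated vehicle basal for full effect; nearly all actives have a fitted effect of over 55% in size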
#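 HEK293 cells stably expressing V1b receptor, serum-reduced (1% FBS) overnight, got compound for 30 min at 37C, then 25 nM EGF for 5 min. Lysate phospho-ERK read by AlphaScreen SureFire; AC50 from Hill fits.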
# * marks the source's active call; other numbers are inactive results; ? = inconclusive; & = joins results of further samples; [ ] = dose if it differs, or a comment. Potency is the fitted concentration of half-maximal effect. The list is partial, so the mix of outcomes need not match the whole.
ERK EGF inh,SMILES
7%,CC(CCc1ccccc1)NC(=O)COc1ccc(S(=O)(=O)N2CCOCC2)cc1[N+](=O)[O-] (stereo not drawn)
-3%,COc1ccc(CNC(=O)c2coc(=O)c3ccccc23)cc1
5%,CCOC(=O)N/N=C/c1c(C)c(C(=O)c2ccc(F)cc2)n2ccccc12
-7%,CC(C)c1ccc(S(=O)(=O)N2CCCCC2)cc1
17%,COc1cccc(NC(=O)Nc2ccncc2)c1
3%,Cc1cc(-c2ccccc2)nc(N/N=C/c2ccc([N+](=O)[O-])cc2)n1
20%,CCCCNS(=O)(=O)c1ccc2nc(-c3cccnc3)cc(C(=O)NCCCOCC)c2c1
-1%,Cn1c(SCC(=O)c2ccc3c(c2)NC(=O)CO3)nc2ccccc21
-2%,Oc1ccc(NC(=S)N=Nc2c(O)[nH]c3ccccc23)cc1
-1%,CCOC(=O)N1CCN(C(=O)CCCCn2c(=S)[nH]c3ccsc3c2=O)CC1
?,CC(C)Cn1c(=O)[nH]c(=O)c2c(C(F)(F)F)cc(-c3ccccc3)nc21
?,CN(C)c1ccc(C(CNC(=O)c2ccccc2Br)c2c[nH]c3ccccc23)cc1 (stereo not drawn)
-3%,Cc1ccc[n+](CC(=O)/C=C2\N(C)c3ccccc3C2(C)C)c1
-6%,CCCCC(=O)NC(=S)NNC(=O)c1ccc(OC)cc1
-13%,O=C(O)CNS(=O)(=O)c1ccc(C2CCCCC2)cc1
1%[57.5 µM],Cc1ccc(NC(=O)Cc2c(O)c3ccccc3[nH]c2=O)c(C)c1
-8%,COc1ccc(-c2nn(-c3ccccc3)cc2N)cc1
1%,Cc1nc(NC(=O)c2ccccc2)sc1Cc1ccc2c(c1)OCO2
14%,N#Cc1ccc(C23CC4(C2)[C@H](CN(Cc2ccc(C(F)(F)F)cc2)[C@@H]4c2ccccc2)C3c2ccc(Cl)nc2)cc1 (stereo partly drawn)
2%[57.5 µM],O=C(NC1CCCCCC1)C(Cc1ccccc1)n1cccc1 (stereo not drawn)
6%,Cc1cccc(N2C(=N)SCC2=O)c1C
3%,COc1ccc(Cn2ccnc2)cc1[N+](=O)[O-]
0%[57.5 µM],Cn1c(-c2ccccc2)c(/C=N/NC(=O)c2ccc(O)cc2)c2ccccc21
-15%,CCC(=O)NC1(Cc2ccc(O)cc2)CCCCC1
3%,CCOc1cc(C(=O)Nn2cnnc2)cc(OCC)c1OCC
7%,COCC(C)NC(=O)COc1ccc(Cl)cc1Cl (stereo not drawn)
0%,O=C(CN1C(=O)CCC1=O)Nc1nc(-c2ccc(Oc3ccccc3)cc2)cs1
15%,O=C(OCC(O)CO)c1ccccc1Nc1ccnc2cc(Cl)ccc12 (stereo not drawn)
-3%,CN(C)/C=N/c1nc2nccc(-c3cccc(Cl)c3)n2n1
-8%,CCCC(=O)NC(NC1CCS(=O)(=O)C1)C(Cl)(Cl)Cl (stereo not drawn)
5%,C=CCn1c(COc2ccc(F)cc2)nnc1SCC(=O)c1c[nH]c2c(CC)cccc12
-4%,COc1cc2nc(Cl)nc(N3CCN(C)CC3)c2cc1OC
6%,COCC(=O)N1CCN(c2cccc(C(F)(F)F)c2)CC1
5%,O=C(Nc1nnc(SCC(=O)N2CCCc3ccccc32)s1)c1ccccc1
5%[57.5 µM],CC(OC(=O)CCc1nc2ccccc2c(=O)[nH]1)C(=O)Nc1ccc2c(c1)OCO2 (stereo not drawn)
-2%&-17%,COC(=O)[C@H]1C[C@@H]1[C@H](NC(=O)c1cnccn1)c1ccccc1
8%[57.5 µM],CCN(CC)C(=O)/C(=C/c1cn(S(=O)(=O)N(C)C)c2ccccc12)NC(=O)c1ccc(OC)cc1
-1%,Cc1ccc(C2=NN(CC(=O)NCc3cccs3)C(=O)CC2)cc1
-4%,CCC/C(O)=C1\C(=O)CC(c2ccccc2)CC1=NCCc1c(C)[nH]c2ccccc12 (stereo not drawn)
1%,CCOC(=O)c1c(/N=C/c2cccc(C)c2O)sc2c1CCN(C)C2

# Next section, starting with the last 3 of the part before.
ERK EGF inh,SMILES
-1%,Cc1ccc(C2=NN(CC(=O)NCc3cccs3)C(=O)CC2)cc1
-4%,CCC/C(O)=C1\C(=O)CC(c2ccccc2)CC1=NCCc1c(C)[nH]c2ccccc12 (stereo not drawn)
1%,CCOC(=O)c1c(/N=C/c2cccc(C)c2O)sc2c1CCN(C)C2
1%,COc1cc(C(=S)N2CCCCC2)ccc1OCC(=O)Nc1ccccc1Cl
-3%,CCC(C)N(C(=O)COc1ccc(NC(C)=O)cc1)C1CCS(=O)(=O)C1 (stereo not drawn)
-1%,Cc1ccc(NC(=O)CN2CCN(S(=O)(=O)c3cccs3)CC2)cc1S(=O)(=O)N(C)C
?,O=[N+]([O-])c1ccc(/C=N/Nc2nc(N3CCCCCC3)nc(N3CCCCCC3)n2)o1
1%,CCc1ccc(/C=N/NC(=O)C(=O)NCCCN2CCOCC2)cc1
-2%,Cc1ccccc1OCC(=O)OCC(=O)c1ccc(-c2ccccc2)cc1
-8%,Cc1cc2oc(=O)cc(CN3CCN(Cc4ccc5c(c4)OCO5)CC3)c2cc1C
-1%,COc1ccc(NC(=O)c2ccccc2NS(=O)(=O)c2ccc(C)cc2)c([N+](=O)[O-])c1
10%[57.5 µM],CCOc1ccc(C(=O)NC(C(=O)NCC2CCCO2)C(C)C)cc1 (stereo not drawn)
-21%[57.5 µM],COc1ccccc1C(=O)Nc1cccnc1
-14%[57.5 µM],COc1cc(C2c3sc(=O)[nH]c3SC3C(=O)N(c4ccc(Br)cc4)C(=O)C32)ccc1O (stereo not drawn)
-3%,O=S(=O)(c1ccccc1)N1CCC2(CCCN(Cc3cc(C(F)(F)F)cc(C(F)(F)F)c3)C2)CC1
-2%[57.5 µM],O=C(c1ccccc1)N1CCN(S(=O)(=O)c2ccccc2)CC1
-18%[57.5 µM],COC(=O)c1noc(C)c1-c1ccnn1C(=O)c1ccc(Cl)cc1
2%,Cc1ccsc1C(=O)NNC(=O)C1CCCCC1C(=O)O (stereo not drawn)
-1%[57.5 µM],CCCn1c(=S)[nH]c2cc(Cl)ccc21
5%,CC(C(=O)Nc1cccc([N+](=O)[O-])c1)N1CCN(C/C=C/c2ccccc2)CC1 (stereo not drawn)
1%[57.5 µM],C#CCNC(=O)C1=C[C@H](c2coc3ccccc3c2=O)[C@@H](CCCO)[C@H](OCC)O1
-9%,CNc1cc(N2CCCC2)ccc1[N+](=O)[O-]
40%[57.5 µM],O=C1CNC(=S)N1CCc1ccc(O)c(O)c1

# 4 of these compounds, reformatted.
C#CCNC(=O)C1=C[C@H](c2coc3ccccc3c2=O)[C@@H](CCCO)[C@H](OCC)O1
  ERK EGF inh = 1%[57.5 µM]

COc1cc(C(=S)N2CCCCC2)ccc1OCC(=O)Nc1ccccc1Cl
  ERK EGF inh = 1%

COc1ccccc1C(=O)Nc1cccnc1
  ERK EGF inh = -21%[57.5 µM]

O=C1CNC(=S)N1CCc1ccc(O)c(O)c1
  ERK EGF inh = 40%[57.5 µM]

# (cont.)
ERK EGF inh,SMILES
-3%,Cc1cc(C(=O)COC(=O)c2ccc[nH]c2=O)c(C)n1-c1ccc(F)cc1
-1%[57.5 µM],COC(=O)c1cccc(-n2c(CCC(=O)O)ccc2-c2cccs2)c1
-7%,c1ccc(-c2nc(NCCCn3ccnc3)c3ccccc3n2)cc1
2%,O=C(NNC(=O)C12CC3CC(CC(C3)C1)C2)c1cnccn1
3%[57.5 µM],N#CC(=NCc1cccnc1)C1=C(O)c2ccccc2C1=O
8%,COc1ccc(C(=O)/C=C/c2ccc(OC)c(COc3ccccc3F)c2)cc1
17%,COc1ccc([N+](=O)[O-])cc1NC(=O)COC(C)=O
-7%,Cc1cccc(NC(=O)C2Cc3ccccc3CN2C(=O)OCc2ccccc2)c1C (stereo not drawn)
-4%[25.7 µM],CN[C@]1(C)[C@H]2CC[C@@H](C2)C1(C)C
-10%,Cc1cccc(C)c1N1CCN(C(=O)N2CCCCC2)CC1
3%,COc1ccccc1C(=O)Nc1ccc(C(=O)/C=C/c2cccs2)cc1
3%,CN(CC(=O)Nc1ccccc1C(F)(F)F)C(=O)CSc1nnnn1C
-1%[57.5 µM],Cc1ccc(S(=O)(=O)Nc2nc3ccccc3nc2NCC2CCCO2)cc1C (stereo not drawn)
-2%,CCN(CC)c1ccc(/C=C2\NC(=O)NC2=O)cc1
5%,O=C(COC(=O)c1cccc(NS(=O)(=O)c2ccc(F)c(F)c2)c1)NC(=O)NC1CCCCC1
23%,COc1ccccc1CN1CCN(Cc2nc(-c3ccccc3)no2)CC1
8%[57.5 µM],O=C(N[C@@H](Cc1ccccc1)C(=O)OCc1ccccc1)c1nc[nH]c1C(=O)N1CCc2ccccc2C1
8%,CCN(CC)CCCNC(CC(=O)Nc1cccc([N+](=O)[O-])c1)C(=O)O (stereo not drawn)
9%,Cc1cc(C(=O)N2CCCC(CCC(=O)N3CCN(c4ccccn4)CC3)C2)c(C)o1 (stereo not drawn)
-10%,COc1ccc(-n2ncc3c(SCC(=O)N4CCN(c5ccccc5OC)CC4)ncnc32)cc1
7%[57.5 µM],COC(=O)c1sccc1Oc1ccc(Cl)cc1N1C(=O)CCC1=O
3%,COCCNC(=O)C(=O)N/N=C(\C)CC(=O)Nc1cccnc1
9%,Cc1cc(C)nc(NC(N)=NC(C)c2ccccc2)n1 (stereo not drawn)
0%,O=C(O)CCC(=O)NNC(=O)c1cccc(Br)c1
-11%,Cc1nn(-c2ccccc2)c(Cl)c1CN(C(=O)CCl)c1cccc2ccccc12
-10%,CC1(C)Oc2ccc3ccc(=O)oc3c2/C(=C/Nc2cccc(O)c2)C1=O
-1%,Clc1ccccc1-c1nnc(-c2cccs2)o1
4%,CCOc1cc(C)c(S(=O)(=O)NC2CC(C)(C)NC(C)(C)C2)cc1C
1%,COc1ccc(CC(=O)OCc2nnc(-c3ccccc3)o2)cc1
-19%,COCCN(C(=O)c1ccco1)c1nnc(-c2ccc(F)cc2)s1
0%,CNCC(=O)Nc1ccc(Cl)c(C(F)(F)F)c1
-5%[57.5 µM],O=C1NC(=Nc2ccc(O)cc2)S/C1=C\C=C\c1ccco1
3%,CCOc1ccc(/C=C2\SC(=S)NC2=O)cc1OC
-11%[57.5 µM],FC(F)(F)c1ccc(Cl)c(-n2c(-c3cc(C4CC4)[nH]n3)n[nH]c2=S)c1
-6%,S=C(Cc1ccc(Cl)cc1)N1CCOCC1
5%&7%,O=C(NC(CO)C(O)c1ccc([N+](=O)[O-])cc1)C(Cl)Cl (stereo not drawn)
5%,CCCCN=C1NN=C(c2ccc(C)c(C)c2)CS1
-16%,CCc1ccc(N2C(=O)CC(N3CCN(Cc4ccc5c(c4)OCO5)CC3)C2=O)cc1 (stereo not drawn)
-12%,CCOC(=O)c1cnc2c(-c3ccccc3)cnn2c1C
1%[57.5 µM],O=C(Nc1ccc(-c2csc(Nc3ccccc3)n2)cc1)c1cccc(C(F)(F)F)c1
-4%,CC(C)(C)n1nnnc1SCC(=O)Nc1nn(-c2ccccc2)nc1C(N)=O
-12%,CCNS(=O)(=O)c1ccc(NC(=O)CC(C)c2ccccc2)cc1 (stereo not drawn)
-1%,CC(=O)Nc1ccc(Sc2ccccc2C(=O)Nc2ccc(F)cc2)cn1
18%,CCn1cc(C(=O)O)c(=O)c2cc(F)c(N/N=C/c3ccccc3)cc21
?,CCCCCCC(=O)Oc1cccc(N2C(=O)C3CCCCC3C2=O)c1 (stereo not drawn)
5%,Cc1ccccc1NS(=O)(=O)c1cc(S(C)(=O)=O)ccc1C
-2%,Cc1ccc(SCc2cc(=O)n3ccsc3n2)c(C)c1
-4%,CN1CCC(OC(=O)c2ccc(Cl)cc2Cl)CC1
-1%,Cc1ccc(S(=O)(=O)CCC(=O)OCC(=O)NCc2ccc(Cl)cc2)cc1
0%,Cc1c(C(=O)Nc2c(F)cccc2F)sc2ncnc(N3CCN(c4ccccc4)CC3)c12
2%[57.5 µM],N/C(COc1cc(Cl)cc(Cl)c1)=N\O
?,CCC(=O)OCCNc1cc(Sc2nc3ccccc3[nH]2)c2nonc2c1[N+](=O)[O-]
-3%,CC(=O)c1cccc(N(CC(=O)Nc2ccccc2F)S(C)(=O)=O)c1
-4%,Nc1cc(N2CCCC2)c(Cl)cc1[N+](=O)[O-]
-3%,CC(C)NCC(O)COc1ccc(CCOCC2CC2)cc1 (stereo not drawn)
-4%,Cn1cnnc1SCC(=O)N1CCN(C(=O)c2ccco2)CC1
-5%[57.5 µM],COc1c2ccoc2nc2c(OC)c(OCC(OC(C)=O)C(C)(C)O)ccc12 (stereo not drawn)
3%,O=C(NC(NC(=S)Nc1ccccc1C(=O)O)C(Cl)(Cl)Cl)c1ccco1 (stereo not drawn)
-3%,O=C(Nc1ccccn1)c1cc(-c2cccnc2)nc2ccc(Br)cc12
-15%,Cc1ccc(CO/N=C/c2c(O)cc(C)oc2=O)cc1
-10%[57.5 µM],O=C(CCn1c(=O)oc2ccccc21)N(Cc1ccccc1)c1ccccc1
2%[57.5 µM],O=C(O)c1ccccc1C(=O)Nc1ccc(Oc2cccc(C(F)(F)F)c2)nc1
-3%[57.5 µM],OC(CNC1Cc2ccccc2C1)COc1ccc(F)cc1 (stereo not drawn)

# Single values from the entries so far.
# Cc1ccc(NC(=O)Cc2c(O)c3ccccc3[nH]c2=O)c(C)c1 in ERK EGF inh shows 1%[57.5 µM]
# CN(CC(=O)Nc1ccccc1C(F)(F)F)C(=O)CSc1nnnn1C in ERK EGF inh shows 3%
# CN1CCC(OC(=O)c2ccc(Cl)cc2Cl)CC1 in ERK EGF inh shows -4%
# CC(=O)Nc1ccc(Sc2ccccc2C(=O)Nc2ccc(F)cc2)cn1 in ERK EGF inh shows -1%
# COc1cc2nc(Cl)nc(N3CCN(C)CC3)c2cc1OC in ERK EGF inh shows -4%
# CC(CCc1ccccc1)NC(=O)COc1ccc(S(=O)(=O)N2CCOCC2)cc1[N+](=O)[O-] (stereo not drawn) in ERK EGF inh shows 7%
# N#CC(=NCc1cccnc1)C1=C(O)c2ccccc2C1=O in ERK EGF inh shows 3%[57.5 µM]
